Source: PubChem
XIAP antagonists – XIAP antagonists, biochemical, IAP family, fluorescence polarization (AID 1018); E3 ubiquitin-protein ligase XIAP (Homo sapiens); displacement, % at 20 µM, or IC50 in µM where a hit was titrated; XIAP BIR domain, fluorescence polarization peptide displacement; higher % means a stronger effect; 0.007% of 200,000 active; in the data active = displacement above about 50%; also: a part of the inactive calls stands beside numbers as strong as those of hits
LYP phosphatase – inhibitors of LYP phosphatase, biochemical, fluorescence intensity, uHTS (AID 1779). Tyrosine-protein phosphatase non-receptor type 22 (Homo sapiens). recombinant LYP phosphatase, fluorescence intensity; higher % means a stronger effect. inhibition, % at 11.5 µM, or IC50 in µM where a hit was titrated. 0.054% of 290,000 active;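 also: plate controls were vehicle with enzyme for no effect and no enzyme for full effect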
NS5 inhibitors – Dengue-2 NS5 methyltransferase inhibitors, primary screen, biochemical, confirmation dose response (AID 588689); Genome polyprotein (Dengue virus type 2 (strain 16681-PDK53)); Dengue-2 NS5 methyltransferase capping enzyme assay, biochemical; higher % means a stronger effect; inhibition, % at 25 µM; hits with a dose series show IC50 in µM; 0.3% of 340,000 active; in the data active = a potency from the dose series; inconclusive = inhibition above about 29% without an active follow-up result
Siah-1 displacement – Siah-1 peptide-binding antagonists, primary screen, biochemical, fluorescence polarization, rhodamine-plectin, uHTS (AID 1817). E3 ubiquitin-protein ligase SIAH1 (Homo sapiens). Siah-1 / rhodamine-plectin peptide fluorescence polarization; higher % means a stronger effect. displacement, % at 20 µM; hits with a dose series show IC50 in µM. 0.02% of 290,000 active;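 active = displacement of at least 50% at 20 µM, with a fluorescence ratio check between 0.3 and a set limit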;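 also: plate controls were Siah plus tracer with DMSO for no effect and tracer alone without Siah for full effect; strong numbers were not always called active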
NOD2 inhibition – NOD2 signaling inhibitors, cell-based, luminescence, uHTS, HEK293 (AID 1566); inhibition, % at 4 µM; hits with a dose series show EC50 in µM; HEK293 NOD2/NF-kB luciferase reporter, luminescence; higher % means a stronger effect; 0.63% of 290,000 active; also: many of its hits are not listed in these tables
Myeloid diff MLP – induction of myeloid progenitor differentiation, primary screen, cell-based, flow cytometry, MLPCN library | ER-HoxA9 myeloid progenitors, lysozyme-GFP differentiation | calls only at 10 µM | 1% of 360,000 active | AID 624256, 2012;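 active = normalized GFP-positive differentiation at or above the plate's own cutoff, the solvent-only control mean plus 3 SD; inconclusive = no clear call, values can overlap the other calls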;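 also: cells exposed to compound for four days before flow analysis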
Hep lipid drop – inhibitors of hepatocyte lipid droplet formation, primary screen, imaging, high-throughput imaging, BODIPY stain; AML12 mouse hepatocytes, oleate lipid droplets; inhibition, % at 6.5 µM; 0.4% of 240,000 active; AID 1656, 2009;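 active = lipid droplet intensity inhibited by at least 50%, with more than 500 cells counted; inconclusive = wells with under 300 cells, treated as cytotoxic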
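Assay system: AML12 mouse liver cells | Compound: 6.5 µM single-point dosing | Schedule: Overnight exposure | Technique: Fluorescence imaging, 20x objective, two fields per well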
AID2073 – inhibitors of Mint1-CaV2.2 protein interaction, biochemical, HTRF (AID 2073); HTRF protein-protein interaction, Mint1-CaV2.2; higher % means a stronger effect; one-dose inhibition, % at 20 µM; IC50 in µM for titrated hits; 0.19% of 290,000 active; in the data active = inhibition mostly above about 51%, no sharp cut-off; inconclusive = no clear call, values can overlap the other calls; inactive = mostly below about 53%; also: some results filed as inactive read as strong as hits
HIV fusion peptide – inhibitors of HIV fusion peptide binding, primary screen, biochemical, uHTS, fluorescence dequenching (AID 1986) | cell-free peptide binding, fluorescence dequenching, 30 min; higher % means a stronger effect | inhibition, % at 20 µM, or IC50 in µM where a hit was titrated | 0.3% of 290,000 active; in the data active = inhibition mostly above about 52%, no sharp cut-off; inactive = mostly below about 76%; also: some results filed as inactive read as strong as hits
Hep lipid drop cells 6.5 µM – second read-out of Hep lipid drop, no call of its own (marks repeat the call); cell count; measured here: cell count, cytotoxicity flag;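 cells counted across two imaged fields per well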
NS5 inhibitors pilot replicate – further read-out of NS5 inhibitors, marked with its call; inhibition, %; measured here: pilot screen replicate inhibition
Myeloid diff MLP GFP+ MAC1+ % – further read-out of Myeloid diff MLP, marked with its call; GFP+ MAC1+ double positive, %; measured here: differentiation confirmed by MAC1 staining
* marks the source's active call; other numbers are inactive results; i = inactive; ? = inconclusive; nt = no result given; + = active, no number. Rule as the data show it, unless noted: active = inhibition above about 50%; inactive = the rest.

SMILES | XIAP antagonists | LYP phosphatase | NS5 inhibitors | Siah-1 displacement | NOD2 inhibition | Myeloid diff MLP | Myeloid diff MLP GFP+ MAC1+ % | Hep lipid drop | Hep lipid drop cells 6.5 µM | AID2073 | HIV fusion peptide | others
CCn1c(COc2cccc3ccccc23)nnc1SCC(=O)OC1CCCCC1 | -0.4% | 4.4% | -1.4% | -1.7% | -12.4% | i | 1.3 | -0.6 | 693 | 1.4% | -3.5%
CC1=NN(c2ccc(C(=O)O)c(N)c2)C(=O)C1 | -4.9% | -7.7% | 10.3% | 2.8% | 17.9% | i | 0.1 | -18.4 | 692 | 40.5% | 34.0%
CC(C)n1cc(/C=N\NC(=O)c2cc3c(ccc4ccccc43)o2)c2ccccc21 | -1.7% | 5.1% | 3.8% | 2.9% | -12.4% | i | 0.3 | nt | nt | 45.9% | 3.5%
COc1ccc(S(=O)(=O)N2CCN(c3ccccn3)CC2)cc1[N+](=O)[O-] | nt | -7.8% | -5.5% | 0.1% | 2.3% | i | 0.2 | -6.1 | 717 | 1.7% | -1.7%
CCn1c(C)nnc1SCC(=O)Nc1ccc(Cl)cc1 | nt | -8.0% | 0.0% | -1.0% | 5.8% | i | 0.4 | 11.1 | 814 | 4.3% | 1.0% | NS5 inhibitors pilot replicate=0.9
Cc1ccc(NC(=O)COc2cccnc2[N+](=O)[O-])cc1S(=O)(=O)N1CCOCC1 | -3.7% | -6.7% | 0.0% | -3.8% | 15.4% | i | 0.3 | 1.7 | 728 | -8.0% | 0.0%
COc1ccc(-c2noc(CN(C)Cc3ccccc3)n2)c(OC)c1OC | nt | -9.8% | -7.5% | 10.6% | -11.6% | i | 0.6 | -1.0 | 772 | 5.0% | 1.2%
CC(=O)O[C@]1(C(C)=O)CC[C@H]2[C@@H]3C=C(Cl)C4=CC(=O)CC[C@]4(C)[C@H]3CC[C@@]21C | -3.3% | -2.0% | -6.0% | -3.5% | 3.0% | i | 15.3 | -1.4 | 705 | 2.3% | -3.2%
O=C(NCCO)/C(=C\c1cccc([N+](=O)[O-])c1)NC(=O)c1ccco1 | -7.3% | -3.5% | -0.9% | 2.5% | 10.9% | i | 0.3 | -1.1 | 645 | -1.2% | -0.7%
CC(C)n1cnc2c(N(C)c3ccccc3)nc(N(CCN(C)C)Cc3ccccc3)nc21 | nt | -5.9% | 0.8% | 0.6% | -1.7% | + | 2.5* | 7.4 | 681 | 16.8% | -0.4%

The list goes on; the last two above are carried over.
SMILES | XIAP antagonists | LYP phosphatase | NS5 inhibitors | Siah-1 displacement | NOD2 inhibition | Myeloid diff MLP | Myeloid diff MLP GFP+ MAC1+ % | Hep lipid drop | Hep lipid drop cells 6.5 µM | AID2073 | HIV fusion peptide | others
O=C(NCCO)/C(=C\c1cccc([N+](=O)[O-])c1)NC(=O)c1ccco1 | -7.3% | -3.5% | -0.9% | 2.5% | 10.9% | i | 0.3 | -1.1 | 645 | -1.2% | -0.7%
CC(C)n1cnc2c(N(C)c3ccccc3)nc(N(CCN(C)C)Cc3ccccc3)nc21 | nt | -5.9% | 0.8% | 0.6% | -1.7% | + | 2.5* | 7.4 | 681 | 16.8% | -0.4%
O=C(OC(C(=O)NCc1ccc2c(c1)OCO2)c1ccncc1)c1ccc(Cl)nc1 (centres undefined) | -4.2% | -5.8% | 2.3% | 6.7% | 17.3% | i | 0.6 | -13.2 | 685 | 12.3% | -1.1%
O=C(Nc1ccccc1-c1nnn(CC(=O)N2CCOCC2)n1)c1ccc(F)cc1 | -0.8% | -9.7% | -2.7% | -3.0% | 25.7% | i | 0.2 | 2.4 | 676 | 34.8% | 0.3%
CCN1CCN(C(=O)/C=C/c2ccc(C)o2)CC1 | -6.9% | 3.2% | -1.6% | 0.2% | -11.2% | i | 1.4 | 10.6 | 651 | 5.4% | 3.4%
CCc1c(C(=O)N/N=C/c2ccc(OCc3ccc(F)cc3)c(OC)c2)nnn1-c1nonc1N | nt | 4.0% | -10.8% | 4.8% | -24.6% | i | 1.1 | 4.4 | 792 | 16.6% | 0.0%
CN(C)C=Nc1c(Br)cc(Br)c2nonc12 | -4.9% | -6.5% | ? | 11.5% | 13.5% | i | 0.7 | nt | nt | 19.7% | 43.7%
COC(=O)c1ccccc1NC1c2ccccc2C(=O)N1c1cccnc1 (centres undefined) | -3.9% | -1.9% | -3.4% | 7.4% | 13.2% | i | 3.7 | 13.4 | 674 | -0.1% | 0.1%
O=C(CSc1nnc(-c2c[nH]c3ccccc23)n1CC1CCCO1)Nc1ccc2c(c1)OCCO2 (centres undefined) | -3.8% | -2.6% | -5.5% | 0.3% | 6.6% | i | 0.8 | 14.6 | 737 | -2.7% | 0.6%
Cc1ccc(C)n1-c1ccncc1 | -13.9% | -4.9% | -0.5% | 0.4% | 5.9% | i | 0.4 | nt | nt | 2.6% | -0.5%
Cc1nn(C)c(C)c1S(=O)(=O)N(CC(=O)Nc1ccccn1)c1ccc(C(C)C)cc1 | -5.9% | -8.5% | -2.8% | 2.1% | 18.0% | i | 2.5 | -15.0 | 762 | 31.7% | 0.9%
N#Cc1ccc(Oc2ccc(-c3cnc4ccccc4n3)cc2)cc1C#N | -14.8% | -10.1% | -4.5% | -7.7% | 10.2% | i | 0.7 | 7.4 | 680 | 0.3% | -0.5%
CCCn1c(N)c(N(CCOC)C(=O)/C=C/c2cccc(Cl)c2)c(=O)[nH]c1=O | -4.6% | -7.6% | -11.9% | 22.6% | 13.5% | i | 0.5 | 5.2 | 708 | 1.0% | -1.2%
COc1ccc(C)cc1NC(=O)C1CCN(S(=O)(=O)c2ccccc2)CC1 | nt | -11.7% | -9.1% | -4.4% | 10.4% | i | 0.4 | 26.1 | 715 | -2.2% | 0.4%
O=C(Cn1ncc2c(=O)oc3ccccc3c21)NCC1CCCO1 (centres undefined) | 1.3% | 1.9% | -4.8% | 3.5% | 7.1% | i | 1.4 | 3.9 | 676 | -8.9% | 0.1%
CC(C)CC1C(C#N)=C(N)OC2=C1C(=O)CC(c1ccccc1)C2 (centres undefined) | -5.3% | -1.7% | -14.0% | -0.7% | 19.1% | i | 0.1 | -11.6 | 693 | -1.8% | 3.0%
COc1ccc(S(=O)(=O)N2CC(C)OC(C)C2)cc1C(=O)N1CCCCC1 (centres undefined) | nt | -5.5% | -3.9% | 1.2% | 4.3% | i | 4.7 | 2.1 | 675 | -7.9% | -0.9%
O=C(Nc1ccccn1)c1ccc2c(c1)S(=O)(=O)c1ccccc1C2=O | -5.0% | 1.7% | -6.3% | 2.0% | -1.0% | i | 1.5 | -15.7 | 569 | -4.3% | 0.7%
CC(=O)NN1C(=O)/C(=C\c2ccc(O)cc2)SC1=S | -9.4% | -5.9% | -40.0% | 3.8% | 6.3% | i | 0.2 | -0.2 | 784 | -1.6% | 24.9%
CC1(C)C(C=C(Cl)Cl)C1C(=O)NC(O)C(=O)c1ccccc1 (centres undefined) | nt | -0.8% | -5.2% | -0.5% | -20.9% | i | 0.3 | -1.1 | 797 | 4.8% | -0.2%
COc1cccc(-n2c(SCC(=O)NC(C)(C)C)nnc2-c2ccoc2C)c1 | -6.4% | -5.8% | 0.8% | 1.4% | -2.6% | i | 0.5 | nt | nt | -0.3% | 2.0%
N=c1c(S(=O)(=O)c2ccc(Cl)cc2)cc2c(=O)n3ccccc3nc2n1CC1CCCO1 (centres undefined) | nt | -23.6% | 10.1% | -1.7% | 9.2% | i | 0.0 | -4.1 | 652 | 9.6% | 0.6%
Cc1cc(NC(=O)COC(=O)C2CC(=O)N(c3cccc(Cl)c3)C2)no1 (centres undefined) | nt | -8.9% | -10.5% | -0.4% | -9.1% | i | 1.0 | -51.4 | 816 | 2.6% | -1.8%
COc1ccc2c(c1)c(/C=N/Nc1ccc(C(=O)O)cc1)c(C)n2C | nt | -0.5% | 15.6% | 1.5% | -9.8% | i | 0.2 | 0.7 | 817 | 20.0% | 7.3%
COc1ccc2c(c1)c(CC(=O)Nc1ccc(C)cc1)c(C)n2C(=O)c1ccc(Cl)cc1 | -7.1% | 1.0% | -5.5% | -0.2% | -9.8% | i | 1.2 | 80.2* | 762* | 17.3% | 2.8%
CC(=O)NS(=O)(=O)c1ccc(NC(=S)Nc2ccccc2)cc1 | nt | -10.3% | -3.1% | 1.9% | -3.1% | i | 0.6 | 9.4 | 874 | -11.2% | -1.0%
O=C(Nc1ccc(Cl)cc1C(=O)NCCN1CCOCC1)c1ccco1 | -3.2% | -1.7% | -3.4% | -1.7% | 0.4% | i | 7.7 | -37.7 | 698 | -1.8% | -0.6%
O=C(COC(=O)c1ccccc1Cc1ccccc1)NC1CCS(=O)(=O)C1 (centres undefined) | nt | -5.9% | -11.4% | 1.2% | -9.4% | i | 0.6 | 1.2 | 851 | 6.4% | -1.3%
Cc1nnc(SCC(=O)NC(=O)NCCC(C)C)s1 | -8.7% | -6.3% | nt | 3.6% | 16.1% | i | 0.4 | -5.7 | 726 | 11.7% | 0.5%
CCn1ncc(NC(=O)Nc2cccc(C(F)(F)F)c2)c1C(N)=O | 0.1% | 0.1% | 5.7% | 7.2% | 6.3% | i | 2.9 | 27.3 | 617 | -1.6% | 0.1%
CCOC(=O)c1nnc(-c2ccccc2)nc1Sc1c(Cl)cccc1Cl | -2.8% | -2.6% | -6.8% | 2.2% | -1.8% | i | 0.5 | nt | nt | -5.2% | 0.3%
O=C(Nc1cccc(Br)c1)c1cc(S(=O)(=O)N2CCOCC2)cs1 | nt | -8.7% | -5.2% | -2.2% | 14.3% | i | 1.3 | 32.1 | 832 | 14.6% | 0.8%
CC(C)(C)c1ccc(C(=O)c2c[nH]c(C(=O)NCc3ccco3)c2)cc1 | -0.6% | 5.3% | 4.9% | -2.6% | 5.8% | i | 0.8 | nt | nt | 7.2% | -3.6%
CCN1C(=O)C2(C(C#N)=C(N)Oc3n[nH]c(COC)c32)c2ccccc21 (centres undefined) | -2.8% | 2.7% | -2.1% | 3.3% | 4.3% | i | 1.1 | 6.4 | 743 | 12.9% | -1.5%
COc1ccc(-c2noc(CNC(=O)Nc3ccc(F)cc3)n2)cc1 | -4.6% | -2.5% | 0.0% | 4.1% | -17.3% | i | 0.8 | 8.0 | 703 | 4.3% | 2.6%
Cc1ccc(NC(=O)CCC(=O)N/N=C/c2cc([N+](=O)[O-])ccc2O)cc1 | -5.5% | -1.4% | 2.2% | 0.5% | 20.2% | i | 0.6 | -3.3 | 676 | 10.0% | 4.2%

Not all compounds are listed; the hit share may differ from the screen's.
